Bioassay records deposited in PubChem BioAssay by several laboratories.
GSH bead fluor: compound fluoresces at 488/530 nm on GSH beads | GSH beads flow cytometry, compound fluorescence 488/530 nm; hits give high values | fluorescence (KMESF) at 10 µM | 190,000 compounds, 0.25% hits; in the data active means fluorescence above about 89;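 further: glutathione beads carrying GST-tagged Bcl family fusion proteins plus one bare bead set; values are compound well signal with DMSO vehicle wells as background; inactives centre near 16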
Bim-Bcl-XL: disrupts Bim peptide binding to human Bcl-XL; AID 1007; Q07817; bead flow cytometry, fluorescence; 190,000 compounds, 0.04% hits; inhibition, % at 10 µM
Target sequence (Q07817 whole entry, looked up): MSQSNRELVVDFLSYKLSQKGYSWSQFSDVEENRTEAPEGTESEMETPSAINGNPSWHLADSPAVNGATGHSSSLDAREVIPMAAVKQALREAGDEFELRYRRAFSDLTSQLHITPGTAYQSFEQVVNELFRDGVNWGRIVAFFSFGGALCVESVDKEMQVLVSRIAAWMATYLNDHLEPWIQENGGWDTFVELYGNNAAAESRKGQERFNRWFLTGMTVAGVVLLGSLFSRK
Bcl-W Bim block: disrupts Bim peptide binding to human Bcl-W; 190,000 compounds, 0.02% hits; AID 952; Q92843; inhibition, % at 10 µM; bead-based flow cytometry;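 further: 0% = bound tracer without compound and 100% = peptide blocker; higher means less fluorescent Bim peptide bound to Bcl-W beads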
Target sequence (Q92843 whole entry, looked up): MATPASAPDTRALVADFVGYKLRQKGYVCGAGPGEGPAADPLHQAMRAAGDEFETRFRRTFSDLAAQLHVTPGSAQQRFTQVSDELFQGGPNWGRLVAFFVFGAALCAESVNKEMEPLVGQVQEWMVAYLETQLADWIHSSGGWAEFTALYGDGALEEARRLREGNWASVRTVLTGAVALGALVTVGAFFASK
RGS4-Gao reg: human RGS4-Galphao interaction regulation | binding response (% of control), % at 10 µM | P09471 | 220,000 compounds, 0.33% hits | Multiplexed bead flow cytometry, RGS4-Galphao binding; actives lie on both sides; in the data active means binding response below about 49% or above about 150%; inactive means in between;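 further: fluorescent Galphao activated with aluminum fluoride binding bead-coupled RGS4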
Bfl-1 Bim block: human Bim-Bfl-1 interaction inhibition; Q16548; Bead-based flow cytometry, Bim-Bfl-1 binding inhibition; inhibition, % at 10 µM; 190,000 compounds, 0.12% hits;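 further: 0% = wells without compound plus tracer and 100% = blocker peptide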
Mcl1-Bid inh: Mcl-1/Bid interaction inhibition; 220,000 compounds, 0.97% hits; TR-FRET Mcl-1/Bid-Dy647 peptide binding, 1536-well; inhibition, % at 21.7 µM;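 active means compounds that cut the binding signal by more than half at the single screening dose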;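 further: His-tagged Mcl-1 with europium anti-His antibody binding Bid BH3 peptide; 0% = Mcl-1 plus peptide wells and 100% = peptide-only wells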
Bcl-2 Bim block: disrupts Bim peptide binding to human Bcl-2; P10415; Bead-based flow cytometry, Bim peptide-Bcl-2 binding; inhibition, % at 10 µM; 190,000 compounds, 0.06% hits; AID 950; in the data active means inhibition above about 40%; inconclusive means no clear call, values can overlap the other calls;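 further: 0% = no compound wells with probe peptide and 100% = reference peptide inhibitor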
Target sequence (P10415 whole entry, looked up): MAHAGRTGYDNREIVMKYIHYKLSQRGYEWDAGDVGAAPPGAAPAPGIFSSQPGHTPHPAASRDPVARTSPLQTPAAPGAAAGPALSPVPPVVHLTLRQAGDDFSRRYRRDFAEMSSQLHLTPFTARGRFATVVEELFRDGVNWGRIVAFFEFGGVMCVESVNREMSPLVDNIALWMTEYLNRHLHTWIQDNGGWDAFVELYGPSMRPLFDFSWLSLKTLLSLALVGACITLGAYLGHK
RGS8-Gao reg: human RGS8-Galphao interaction regulation; multiplexed bead flow cytometry, RGS8-Galphao binding; actives lie on both sides; response (percent of control binding), % at 10 µM; 220,000 compounds, 0.34% hits; P09471; in the data active means response below about 60% or above about 140%; inactive means in between;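 further: Galphao activated as the GDP aluminium fluoride complex binding bead-coupled RGS8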
Mcl-1 Bim block: disrupts Bim peptide binding to human Mcl-1. inhibition, % at 10 µM. AID 1009. 190,000 compounds, 0.1% hits. Bead-based flow cytometry, Bim peptide-Mcl-1 binding;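 further: 0% = no compound tracer wells and 100% = peptide blocker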
RGS7-Gao: modulates binding of RGS7 to human Galphao; P09471; Multiplexed bead flow cytometry; actives lie on both sides; binding response (% of control), % at 10 µM; 220,000 compounds, 0.35% hits; AID 1439; in the data active means binding response below about 49% or above about 150%; inconclusive means no clear call, values can overlap the other calls; inactive means in between;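 further: fluorescent Galphao held in activated GDP-AlF4 state binding bead-coupled RGS7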
Bim-Bcl-B: disrupts Bim peptide binding to human Bcl-B; 190,000 compounds, 0.073% hits; bead-based flow cytometry; inhibition, % at 10 µM;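 further: 0% = tracer peptide without compound and 100% = reference inhibitor peptide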
Target sequence (Q9HD36 whole entry, looked up): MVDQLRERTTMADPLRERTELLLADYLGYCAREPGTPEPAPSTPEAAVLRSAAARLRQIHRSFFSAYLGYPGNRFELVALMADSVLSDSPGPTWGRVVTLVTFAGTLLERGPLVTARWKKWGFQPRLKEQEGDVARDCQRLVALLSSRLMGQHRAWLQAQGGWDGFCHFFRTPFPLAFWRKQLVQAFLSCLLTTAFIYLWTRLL
Active calls of the source: *; u = inconclusive. Unless noted, no stated cut-off is given here; in the data, active means inhibition above about 40%. Random draw from the library. About 1.8% of those tested had a hit in this group.

SMILES	GSH bead fluor	Bim-Bcl-XL	Bcl-W Bim block	RGS4-Gao reg	Bfl-1 Bim block	Mcl1-Bid inh	Bcl-2 Bim block	RGS8-Gao reg	Mcl-1 Bim block	RGS7-Gao	Bim-Bcl-B
CC1(C)NC(=O)N(CC(O)COc2ccccc2-c2ccccc2)C1=O (stereo not drawn)	13	-3.0	-2.0	98.0	-1.0	-6.0	0.0	99.4	-1.0	101.7	-1.0
Cc1cc(NC(=O)CSc2nnnn2C)n(-c2ccccc2)n1	16	-4.0	1.0	101.4	-12.0	-3.6	-9.0	103.7	-1.0	102.2	-5.0
COc1ccc(C(=O)NC2c3ccccc3-c3ccccc32)cc1	11	-6.0	-5.0	99.0	-7.0	-14.6	-6.0	101.3	-5.0	98.8	-4.0
CC(Nc1nc(-c2ccccc2)nc2ccccc12)c1ccccc1 (stereo not drawn)	15	2.0	0.0	117.3	5.0	4.0	3.0	118.6	1.0	u	3.0
Nc1nnc(N2CCCCC2)s1	16	-3.0	-5.0	103.4	-5.0	-114.9	-4.0	104.3	-3.0	103.9	-12.0
C/C(=C1\SC(N2CCOCC2)=NC1=O)c1ccccc1	22	-6.0	-6.0	102.4	-20.0	-20.5	-4.0	104.2	-7.0	100.5	-6.0
S=c1[nH]nc(-c2ccc(Cl)cc2)n1CC1CCCO1 (stereo not drawn)	12	-9.0	-4.0	104.7	-15.0	3.6	-9.0	100.2	-5.0	106.0	-20.0
CC1C=Cc2ccccc2N1C(=O)c1ccccc1 (stereo not drawn)	34	-9.0	0.0	102.4	-11.0	-28.1	-3.0	102.2	-2.0	98.5	-4.0
CCCCSCCCNC(=O)Nc1cccc(OC)c1	41	-3.0	0.0	100.2	-9.0	-12.2	-5.0	99.0	0.0	97.9	-5.0
COc1ccc(OC)c(-c2nc(CN3CCCCC3c3cccnc3)c(C)o2)c1 (stereo not drawn)	13	-2.0	-1.0	101.0	-7.0	-36.3	-3.0	104.5	-1.0	102.7	-4.0
CC1(c2ccc3ccccc3c2)NC(=O)N(CC(=O)Nc2cccc(S(=O)(=O)N3CCOCC3)c2)C1=O (stereo not drawn)	13	-9.0	-4.0	101.8	-3.0	-3.9	-5.0	104.3	-8.0	101.3	-8.0
CCCc1cc(=O)[nH]c(SCC(=O)Nc2ccc3c(c2)CCC3)n1	13	-3.0	0.0	102.7	-4.0	-2.9	-2.0	101.7	0.0	99.6	-5.0
C=CCNC(=S)N(CC)c1cccc2ccccc12	19	-1.0	0.0	97.9	-6.0	-30.9	-1.0	103.7	1.0	95.7	-1.0
O=C(c1cccs1)N1CCC(c2nc3c(nnn3Cc3ccccc3)c(=O)[nH]2)CC1	6	-3.0	2.0	103.9	-14.0	-2.2	-1.0	100.7	1.0	98.0	-3.0
COC(=O)c1ccc(/C=N/NC(=O)CNc2cccc(C)c2)cc1	11	-6.0	-4.0	99.3	-5.0	-37.3	0.0	100.5	-2.0	99.1	-1.0
Cc1nn(-c2ccc([N+](=O)[O-])cc2)c(N)c1-c1ccccc1	8	1.0	-3.0	104.2	-4.0	-41.4	-2.0	103.4	0.0	106.8	-3.0
Nc1ccc(Sc2ccc([N+](=O)[O-])cc2)cc1	27	0.0	-1.0	98.0	-5.0	-34.4	0.0	98.7	0.0	95.5	-5.0
Cn1cccc1CNC(=S)Nc1cc(F)cc(F)c1	18	-4.0	-2.0	100.5	0.0	-27.7	-7.0	100.1	-4.0	100.9	-7.0
COc1ccc(C2C(C(C)=O)=C(O)C(=O)N2CCCn2ccnc2)cc1 (stereo not drawn)	26	-3.0	-1.0	98.4	0.0	-29.8	-2.0	98.3	0.0	99.4	0.0
O=C(NCC1CCCO1)c1onc(CSc2ccc(Cl)cc2)c1C(=O)O (stereo not drawn)	29	2.0	1.0	98.3	6.0	14.6	0.0	92.6	4.0	96.5	5.0
Cc1cccc[n+]1C1C(c2ccccc2)C(C#N)=C(C(=C=[N-])C#N)NC1(O)C1CC1 (stereo not drawn)	12	0.0	0.0	101.0	0.0	-53.9	0.0	103.6	0.0	98.4	0.0
COc1ccc(C(=O)NNC(=S)NC2CCCCC2)cc1OC	6	-6.0	-2.0	95.3	-7.0	-64.3	-1.0	99.2	0.0	96.6	-10.0
O=C(COC(=O)c1cc(-c2ccc(Cl)s2)nc2ccccc12)NCc1ccco1	26	-6.0	0.0	103.0	-6.0	8.0	-10.0	102.2	-3.0	102.8	-8.0
COC(=O)Nc1c(-c2ccccc2)nc2ccccn12	14	0.0	2.0	101.2	0.0	-34.4	-3.0	104.8	0.0	100.8	1.0
COc1cc(CC(NC(C)=O)C(=O)NC2CCN(C(=O)C3CC3)CC2)cc(OC)c1 (stereo not drawn)	21	-4.0	-2.0	94.8	-15.0	-10.9	-7.0	74.5	-5.0	73.0	-3.0

(cont.)
SMILES	GSH bead fluor	Bim-Bcl-XL	Bcl-W Bim block	RGS4-Gao reg	Bfl-1 Bim block	Mcl1-Bid inh	Bcl-2 Bim block	RGS8-Gao reg	Mcl-1 Bim block	RGS7-Gao	Bim-Bcl-B
CC(C(=O)NCc1ccccc1)N1C(=O)CN(C)C(=O)c2ccccc21 (stereo not drawn)	22	-2.0	0.0	98.3	-8.0	-4.7	1.0	101.5	3.0	99.8	0.0
COc1ccc(NC(=O)CN(C)CC(=O)Nc2ccc3c(c2)CCC3)cc1	16	-2.0	0.0	104.2	-4.0	-10.1	-2.0	104.1	-1.0	102.2	-1.0
COc1ccccc1C(=O)N/N=C/c1ccc(Cl)s1	5	-2.0	-2.0	102.3	0.0	-12.6	0.0	101.7	-6.0	99.3	0.0
CS(=O)(=O)N(Cc1ccccc1)c1ccc(C(=O)NCCSCc2ccco2)cc1	88*	-10.0	-13.0	91.8	0.0	-8.9	0.0	100.4	7.0	95.8	0.0
CC(C)C(=O)Nc1ccc(Br)cc1Cl	13	-3.0	-1.0	102.2	-5.0	-42.0	-8.0	99.9	-3.0	102.9	-5.0
CSc1ncccc1C(=O)OCC(=O)c1ccccc1	13	0.0	1.0	99.4	-6.0	-10.1	0.0	99.1	0.0	101.6	-2.0
Clc1ccc(-n2nnnc2-c2ccccc2)cc1	26	-4.0	-1.0	99.5	-9.0	-8.0	-6.0	100.7	-4.0	101.6	-12.0
CN(c1ccccc1C(=O)Nc1cccc(C(F)(F)F)c1)S(C)(=O)=O	34	-8.0	0.0	97.9	-17.0	-12.6	-6.0	99.9	-2.0	98.2	-6.0
OC(COc1c(Cl)cc(Cl)cc1Cl)CN1CCCCC1 (stereo not drawn)	19	-3.0	-3.0	99.4	-1.0	-19.7	0.0	99.0	0.0	94.3	-1.0
Cc1cc(C(=O)Nc2cccc3cccnc23)ccc1[N+](=O)[O-]	16	-2.0	0.0	93.1	3.0	-12.2	1.0	94.0	0.0	97.7	0.0
CNC(=S)Nc1ccc([N+](=O)[O-])c(C)c1	29	-2.0	-3.0	101.1	-7.0	-81.4	-5.0	98.3	-3.0	98.4	-11.0
CN1CCC(OC(=O)COc2ccc(F)cc2)CC1	21	-4.0	0.0	101.3	-3.0	-7.7	-4.0	104.1	-1.0	107.3	-3.0
Cc1ccccc1NC(=O)c1c(Cl)nc(C)c(Cl)c1C	13	-4.0	0.0	93.8	-10.0	-6.3	-3.0	100.5	0.0	98.2	-1.0
Oc1cccc(Oc2ncc(C(F)(F)F)cc2Cl)c1	15	-1.0	0.0	98.3	-4.0	3.6	-3.0	100.0	0.0	97.6	0.0
O=C(CC(c1ccco1)S(=O)(=O)c1ccccc1)c1ccc(F)cc1 (stereo not drawn)	33	8.0	6.0	90.6	7.0	-4.1	2.0	85.2	6.0	90.7	6.0
CCOP(=O)(OCC)C(Nc1ccccc1)c1ccco1 (stereo not drawn)	19	1.0	0.0	99.4	-4.0	-26.7	0.0	99.2	3.0	98.4	4.0
Cc1csc(NC(=O)CSc2nnnn2C)n1	13	-5.0	-7.0	106.6	-4.0	-9.0	-2.0	108.4	0.0	104.4	-6.0
CCOC(=O)N1CCN(C(=O)CSc2nnc(CNC(=O)c3c(F)cccc3Cl)o2)CC1	19	2.0	0.0	100.9	0.0	-7.1	-3.0	101.2	1.0	100.3	0.0
CC(NCc1ccc2c(c1)OCO2)C(=O)N1CCc2ccccc21 (stereo not drawn)	19	-6.0	-2.0	98.1	-19.0	-22.9	-8.0	100.9	-6.0	97.2	-11.0
COc1cc(OC)c(OC)cc1/C=N/NC(=O)c1ccc(=O)n(C)c1	10	15.0	7.0	98.0	9.0	-8.8	12.0	100.8	9.0	97.3	10.0
CCOc1ccc(Br)cc1S(=O)(=O)Nc1cccc(S(=O)(=O)N(CC)CC)c1	5	-2.0	-2.0	99.0	-2.0	4.1	1.0	101.5	-5.0	98.5	-5.0
O=C(NC1CCCC1)C(c1ccsc1)N(CCc1ccccc1)C(=O)Cc1cccs1 (stereo not drawn)	5	-1.0	0.0	97.5	2.0	-14.6	5.0	92.4	2.0	96.0	0.0
CCc1nnc(NS(=O)(=O)c2ccc(N/C=C\C(=O)c3cccc4ccccc34)cc2)s1	6	1.0	5.0	100.9	5.0	-47.1	8.0	103.9	3.0	100.9	0.0
Cc1ccc2cccc(Oc3nnnn3-c3ccccc3)c2n1	17	-2.0	2.0	100.2	-11.0	2.9	-8.0	102.0	-1.0	99.0	-5.0
CCOC(=O)C1CN(S(=O)(=O)c2ccccc2)C1	13	1.0	7.0	99.2	4.0	-0.5	2.0	103.3	-1.0	101.2	2.0

A run of entries from further up:
SMILES	GSH bead fluor	Bim-Bcl-XL	Bcl-W Bim block	RGS4-Gao reg	Bfl-1 Bim block	Mcl1-Bid inh	Bcl-2 Bim block	RGS8-Gao reg	Mcl-1 Bim block	RGS7-Gao	Bim-Bcl-B
CC(C(=O)NCc1ccccc1)N1C(=O)CN(C)C(=O)c2ccccc21 (stereo not drawn)	22	-2.0	0.0	98.3	-8.0	-4.7	1.0	101.5	3.0	99.8	0.0
COc1ccc(NC(=O)CN(C)CC(=O)Nc2ccc3c(c2)CCC3)cc1	16	-2.0	0.0	104.2	-4.0	-10.1	-2.0	104.1	-1.0	102.2	-1.0
COc1ccccc1C(=O)N/N=C/c1ccc(Cl)s1	5	-2.0	-2.0	102.3	0.0	-12.6	0.0	101.7	-6.0	99.3	0.0
CS(=O)(=O)N(Cc1ccccc1)c1ccc(C(=O)NCCSCc2ccco2)cc1	88*	-10.0	-13.0	91.8	0.0	-8.9	0.0	100.4	7.0	95.8	0.0

New compounds follow.
SMILES	GSH bead fluor	Bim-Bcl-XL	Bcl-W Bim block	RGS4-Gao reg	Bfl-1 Bim block	Mcl1-Bid inh	Bcl-2 Bim block	RGS8-Gao reg	Mcl-1 Bim block	RGS7-Gao	Bim-Bcl-B
Cc1cc(C(F)(F)F)nn2cnnc12	14	-4.0	0.0	104.2	-1.0	-4.5	-5.0	101.5	-4.0	99.0	-5.0
CC(C)c1ccc(-c2c(C#N)c(N)nc3c2CCCCC3)cc1	25	-5.0	-4.0	99.5	-14.0	9.6	-8.0	100.4	-2.0	100.2	-6.0
O=C(c1ccco1)N1CCN(C(=O)N2CCCC2)CC1	12	-4.0	-3.0	108.1	-6.0	6.7	-4.0	103.3	-1.0	104.9	-3.0
Cc1ccc(-c2cc(C(=O)Nc3nn[nH]n3)c3ccccc3n2)cc1	49	2.0	0.0	99.4	-10.0	-39.4	-7.0	99.1	1.0	101.2	-6.0
O=C1CSC(c2ccccc2)N1Nc1nc(N2CCOCC2)nc(N2CCOCC2)n1 (stereo not drawn)	11	0.0	-1.0	105.5	3.0	-19.3	1.0	114.6	-2.0	109.0	0.0
CCCC(=O)Nc1ccc2c(c1)nc1n2CCSC1	10	-3.0	-3.0	121.5	0.0	-23.8	-1.0	107.0	-2.0	105.6	0.0
